# Assay outcomes deposited in PubChem BioAssay by The Scripps Research Institute Molecular Screening Center.
# OX1R antag-1: human HCRTR1 antagonism | O43613 | CHO/OX1R cells, Fluo-8 calcium fluorescence, orexin A | inhibition, % at 5 µM | actives 0.43% (n = 330,000) | AID 434989;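 active = inhibition above its plate's threshold, mean inhibition of all tested compounds on the plate plus 3 SD, cut at about 37% in these data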;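 note: 0% = orexin A challenge wells and 100% = SB-334867-A antagonist wells; not every result past the cut was called active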
# Target sequence (O43613 whole entry, looked up): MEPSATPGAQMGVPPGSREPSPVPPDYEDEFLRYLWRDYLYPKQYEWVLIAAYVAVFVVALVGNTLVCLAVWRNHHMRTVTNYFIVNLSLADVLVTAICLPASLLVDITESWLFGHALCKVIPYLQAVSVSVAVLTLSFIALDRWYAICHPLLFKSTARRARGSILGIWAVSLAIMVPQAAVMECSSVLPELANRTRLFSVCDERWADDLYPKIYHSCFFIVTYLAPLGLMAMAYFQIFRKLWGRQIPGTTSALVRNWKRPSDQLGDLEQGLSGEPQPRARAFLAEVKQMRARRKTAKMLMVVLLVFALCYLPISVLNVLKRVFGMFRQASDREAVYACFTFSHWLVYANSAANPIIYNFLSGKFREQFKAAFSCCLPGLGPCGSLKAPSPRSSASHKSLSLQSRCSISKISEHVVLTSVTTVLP
# OX1R antag-2: antagonists of human orexin 1 receptor (OX1R) | OX1R-expressing cells, FRET antagonist read-out | O43613 | inhibition, % at 6.6 µM | actives 1.8% (n = 330,000) | AID 485270; in the data active = inhibition mostly above about 38%, no sharp cut-off; inactive = mostly below about 40%;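 note: 0% = agonist challenge alone and 100% = reference antagonist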
# Starred values were filed as active, the others as inactive.
SMILES,OX1R antag-1,OX1R antag-2
COc1ccc(S(=O)(=O)N2CCOCC2)cc1NC(=O)CSc1nnc(NC2CC2)s1,-16.2,5.2
O=C(NCCCN1CCOCC1)C1(c2ccccc2)CCCC1,-26.6,-2.3
O=C(Nc1ccccc1)Nc1ccc(C(=O)N2CCOCC2)cc1,-9.2,5.0
CCC1(C)N=c2c(c(=O)n(C)c(=O)n2C)=NO1 (configuration not stated),3.5,123.4*
CCC(=O)Nc1nc2nc(-c3ccccc3)cc(-c3ccccc3)n2n1,-11.6,12.4
CCCN(CCC)CCCn1c(=O)[nH]c2ccccc21,-8.1,-0.6
CN(C)C(=O)c1ccc(NC(=O)c2sccc2-c2ccccc2)cc1,-21.0,20.4
CC(C)c1ccc(NC(=O)NC2(C(=O)NCc3cccnc3)CCCCC2)cc1,-15.9,2.0
O=C(CCNC(=O)c1ccc([N+](=O)[O-])cc1)NCCc1ccccc1,-14.5,16.1
COc1ccc(C(=O)N2CCC(C(=O)N3CCN(c4ccccc4)CC3)CC2)cc1,-13.6,15.5
O=c1c(-c2nc3ccccc3s2)cccn1Cc1ccc(Cl)cc1,-8.9,15.8
CCn1c(SCC(=O)c2ccccc2)nc2ccccc2c1=O,-19.3,27.7
COC(=O)C1CCN(C(=O)CSc2ccccc2)CC1,-18.1,5.2
O=C(NCc1ccco1)c1cccnc1-c1nc2ccccc2s1,-25.5,26.5
O=C(NCCCN1CCCCCC1)c1ccc(N2CCCC2=O)cc1,-4.0,7.7
CCOC(=O)C1=C(C)N(CCCC(=O)O)C(=O)NC1c1ccccc1OS(=O)(=O)c1ccc(C)cc1 (configuration not stated),-7.3,35.9
O=[N+]([O-])c1ccc(N2CCN(C(=S)NCc3ccc(Cl)cc3)CC2)cc1,51.2*,31.8
CCc1ccc(NC(=S)N2CCC(NC(=O)c3ccccc3)CC2)cc1,-16.3,18.9
COc1cc(S(=O)(=O)N2CCN=C2c2ccccc2)ccc1F,-8.0,11.3
Cc1ccc(-c2nc(-c3ccncc3)no2)c(C)c1,-21.6,-4.2
Cc1c(NC(=O)CSc2nc3ccccc3n2C)c(=O)n(-c2ccccc2)n1C,-7.0,9.5
CC(C)(C)NNC(=S)Nc1cccc(F)c1,-12.9,4.7
Cc1ccc(CNC(=O)CCS(=O)(=O)c2cc3c(cc2C)NC(=O)CO3)cc1,-16.8,9.8
CCC(=O)Nc1ccc(NC(=O)CSc2nc3c(c(=O)n(C)c(=O)n3C)n2CC)cc1,-6.5,12.0
O=C(O)Cc1ccc(C(=O)c2ccc(Cl)cc2Cl)s1,-14.1,12.9
CCOc1ccccc1/C=N/n1nnnc1N,-4.4,28.6
Cc1nc(SCC(=O)NCC2CCCO2)nc(C)c1C (configuration not stated),-13.5,7.1
O=S(=O)(c1cccs1)N1CCN(Cc2cccc(F)c2)CC1,-15.1,18.4
O=C(Nc1nnc(CC(c2ccccc2)c2ccccc2)s1)c1ccco1,-3.2,11.5
O=C(CSCC(=O)N1CCOCC1)Nc1ccccc1,3.4,16.1
CC(C(=O)Nc1ccc(S(=O)(=O)N2CCCCC2)cc1)N1CCN(c2ccccn2)CC1 (configuration not stated),-19.0,21.3
O=C(c1cc2ccccc2cc1O)N1CCN(c2cccc(Cl)c2)CC1,-13.3,17.3
CC(=O)c1cn(CCOc2ccc(F)cc2)c2ccccc12,48.0*,27.2
Cc1cccc(Cc2nnc(CCC(=O)N3CCCCC3c3nccs3)o2)c1 (configuration not stated),-20.6,16.2
O=C(COc1c(Cl)cc(Cl)cc1Cl)c1ccc(Cl)cc1,-6.2,0.0
COc1ccccc1CN1CCNC(=O)C1CC(=O)NCCCn1cccn1 (configuration not stated),-16.1,11.9
Cc1ccc(CC(=O)NCC2CCCCC2)cc1,-8.0,6.1
COC(=O)c1c(C#N)c(N)nc2c1CCC2,-22.6,30.9
CC(=O)N1CCN(C(=O)CN2C(=O)NC(C)(c3ccc4ccccc4c3)C2=O)CC1 (configuration not stated),7.7,-1.0
CC(C)(C)C(=O)NC1(C(F)(F)F)NC(=O)N(Cc2ccccc2)C1=O (configuration not stated),-22.7,19.8
Cc1oc(-c2cccc(F)c2)nc1CN1CCCN(C(=O)c2ccco2)CC1,-27.4,0.1
OC[C@H]1NC[C@@H](O)[C@@H]1O,-3.7,8.8
CCn1c(CC(=O)Nc2cccc(OC)c2)nnc1SCC(=O)Nc1nccs1,-2.4,7.7
CCOc1ccc(CC(=O)NNC(=S)NCCc2ccccc2)cc1,7.1,17.4
O=C(O)CCN1C(=O)C2CCCCC2C1=O (configuration not stated),-0.4,20.4
CN(C(=S)NC(=O)CCCOc1ccc(Cl)cc1Cl)c1ccccc1,-11.1,15.4
Cc1sc(NC(=O)C2C3C=CC(C3)C2C(=O)O)c(C(N)=O)c1-c1ccc(C(C)C)cc1 (configuration not stated),-12.8,18.1
Cc1ccc(C(C)(C)C)cc1S(=O)(=O)Nc1cccc(S(=O)(=O)NC2=NCCC2)c1,-9.8,2.0

# Next part (four carried over from the part before).
SMILES,OX1R antag-1,OX1R antag-2
O=C(O)CCN1C(=O)C2CCCCC2C1=O (configuration not stated),-0.4,20.4
CN(C(=S)NC(=O)CCCOc1ccc(Cl)cc1Cl)c1ccccc1,-11.1,15.4
Cc1sc(NC(=O)C2C3C=CC(C3)C2C(=O)O)c(C(N)=O)c1-c1ccc(C(C)C)cc1 (configuration not stated),-12.8,18.1
Cc1ccc(C(C)(C)C)cc1S(=O)(=O)Nc1cccc(S(=O)(=O)NC2=NCCC2)c1,-9.8,2.0
COC1=C(c2ccccc2)C(=O)c2ccccc2C1=O,-0.7,39.1
CCCCNC(=O)CSc1nc2ccc(NC(=O)CSc3nnc(COc4ccccc4C)n3C)cc2s1,-19.5,11.5
Cc1ccc(C(C(=O)NC(C)(C)C)N(C(=O)c2csnn2)C2CC2)cc1 (configuration not stated),-22.6,15.6
CC(C)CCNC(=O)NC(=O)CN1C(=O)NC2(CCCCC2)C1=O,-17.9,14.5
O=C(O)c1cc(N/N=C/c2ccc3c(c2)OCO3)ccc1Cl,-7.0,12.6
COc1cc(NC(=O)c2[nH]cnc2C(N)=O)cc(C(=O)Nc2cccc(C(F)(F)F)c2)c1,19.2,33.6
CC(C)Cn1cnc2c(=O)oc3ccccc3c21,-7.8,13.3
COc1ccccc1C(=O)Nc1ccnn1C1CCN(Cc2cnc(N(C)C)s2)CC1,-16.3,10.4
CCCC/C=C/C(NC(=O)CCc1ccccc1)c1ccccc1 (configuration not stated),-26.3,15.7
O=C1C(=O)N(CCO)C(c2cccc(F)c2)/C1=C(\O)c1ccc(Cl)cc1 (configuration not stated),9.1,10.7
COCCn1c(N)c(N(Cc2ccccc2)C(=O)c2ccc(C#N)cc2)c(=O)[nH]c1=O,4.4,14.2
O=C(CSc1ccc(F)cc1)Nc1ccc(C2SCCS2)cc1,-0.1,5.9
CCc1ccccc1NC(=O)CN(C1CCCCC1)S(C)(=O)=O,-3.8,0.1
Cc1ccccc1CNC(=O)c1cc2ccccc2o1,-15.6,3.9
COc1ccc(C2CCCN2C(=S)Nc2cccc(Cl)c2)cc1OC (configuration not stated),-20.5,22.7
Cc1cc(C)c(S(=O)(=O)c2ccccc2C(=O)O)c(C)c1,-12.9,9.2
OCCNc1nc(Nc2cccc(O)c2)nc2ccccc12,-12.5,8.6
CC(C)N(C(=O)Cn1cnc2cc([N+](=O)[O-])ccc2c1=O)C(C)C,-12.3,141.4*
COc1ccccc1C(=O)NC(=O)COC(=O)CCOc1ccc(C)cc1,-6.2,15.6
COC(=O)C1=C(C)N=C2SCCC(=O)N2C1c1ccc(C(=O)OC)cc1 (configuration not stated),-32.4,23.4
COc1ccc(-c2nn(C)c(=O)c3ccccc23)cc1NC(=O)COc1ccc(C)cc1,-21.6,10.8
CSc1nnc(-c2ccc([N+](=O)[O-])cc2)o1,-2.9,61.6*
CCN1CCN(c2cc(C)c3cc(NC(=S)N(CC)CC)ccc3n2)CC1,-5.4,8.6
Cc1oc2cc(O)ccc2c(=O)c1-c1ccccc1,-3.1,10.4

# Compound profiles, as listed above. Order of values: OX1R antag-1	OX1R antag-2
# `OCCNc1nc(Nc2cccc(O)c2)nc2ccccc12` in the list: -12.5	8.6
# `COc1ccc(-c2nn(C)c(=O)c3ccccc23)cc1NC(=O)COc1ccc(C)cc1` in the list: -21.6	10.8
# `COC(=O)C1=C(C)N=C2SCCC(=O)N2C1c1ccc(C(=O)OC)cc1` (configuration not stated) in the list: -32.4	23.4
# `Cc1cc(C)c(S(=O)(=O)c2ccccc2C(=O)O)c(C)c1` in the list: -12.9	9.2
# `CCN1CCN(c2cc(C)c3cc(NC(=S)N(CC)CC)ccc3n2)CC1` in the list: -5.4	8.6

# New compounds follow:
SMILES,OX1R antag-1,OX1R antag-2
Cc1nc2c(=O)n(C)c(=O)n(C)c2nc1Cl,18.8,27.2
Cc1ccc(NC(=O)CN(C)Cc2c(O)ccc3ccccc23)cc1,-32.5,15.3
CC1=CCC(C(=O)O)C(C(=O)Nc2cccnc2)C1 (configuration not stated),-6.1,8.7
CC(=O)c1c(C(C)=O)c(C)n(NC(=O)c2ccccc2Cl)c1C,14.0,7.0
Cc1ccc(NC(=S)NCc2cccs2)c(C)c1,-13.9,26.6
Cc1cccc(C)c1OCC(=O)NCc1ccccc1,-5.0,3.3
CC(=O)OC(C(=O)NCc1ccc(F)cc1)c1ccccn1 (configuration not stated),-13.4,17.1
COc1ccc(-c2noc(-c3ccc(Cl)cc3)n2)cc1,3.8,15.1
COc1cccc(CN2CCC(Oc3ccc(C(=O)N4CCCCC4)cc3)CC2)c1,-13.6,26.5
COC(=O)CSc1snnc1-c1ccc(F)cc1,-0.9,22.8
COc1ccc2cc(S(=O)(=O)N3CCN(C)CC3)ccc2c1,-15.7,37.0
CSc1ccc(/C=C(/NC(=O)c2ccco2)C(=O)N2CCCCC2)cc1,-12.3,9.3

# Grouped by structure, those above containing a tert-butyl group (four)
SMILES,OX1R antag-1,OX1R antag-2
CC(C)(C)NNC(=S)Nc1cccc(F)c1,-12.9,4.7
CC(C)(C)C(=O)NC1(C(F)(F)F)NC(=O)N(Cc2ccccc2)C1=O (configuration not stated),-22.7,19.8
Cc1ccc(C(C)(C)C)cc1S(=O)(=O)Nc1cccc(S(=O)(=O)NC2=NCCC2)c1,-9.8,2.0
Cc1ccc(C(C(=O)NC(C)(C)C)N(C(=O)c2csnn2)C2CC2)cc1 (configuration not stated),-22.6,15.6

# (listing goes on)
SMILES,OX1R antag-1,OX1R antag-2
O=C(Nc1ccc(F)cc1F)c1cc(=O)n(-c2ccccc2)c(=O)[nH]1,-5.1,4.9
CSCCNCc1c(C(=O)N2CCOCC2)nc2c(C)cccn12,-7.9,11.4
O=c1cc(O)c2ccccc2[nH]1,-3.1,31.3
COc1ccc(S(=O)(=O)N2CCCC(C(=O)NCCCn3ccnc3)C2)cc1OC (configuration not stated),-0.2,3.5
CCC(C)NC(=O)c1ccc(CNS(=O)(=O)c2ccc3c(c2)C(C)(C)C(=O)N3C)cc1 (configuration not stated),0.0,9.9
O=C(Cn1cnc2cc([N+](=O)[O-])ccc2c1=O)N(Cc1ccccc1)C1CCS(=O)(=O)C1 (configuration not stated),-21.8,49.0
CCCOc1ccccc1/C=C(\C#N)C(=O)Nc1cccnc1,-21.2,-0.5
CCN(c1ccccc1C(=O)O)S(=O)(=O)c1cccc2nsnc12,-9.0,29.0
CCOc1ncccc1C(=O)OCC(=O)N(CC(C)C)C1CCS(=O)(=O)C1 (configuration not stated),-9.2,-9.0
CC(=O)Nc1c(C(N)=O)oc2ccc(Cl)cc12,0.2,15.9
COc1cc(-c2nn3c(C4CCCCC4)nnc3s2)cc(OC)c1OC,-16.8,13.5
Cc1cccc(NC(=O)C2COc3ccccc3O2)c1 (configuration not stated),-22.8,7.2
CC1Cc2ccccc2N1C(=O)CN1CCC(C(N)=O)CC1 (configuration not stated),2.2,5.3
CCOc1ccc(N/C(N)=N/c2nc(CSc3nnc(C)s3)cc(=O)[nH]2)cc1,-15.5,3.5
CC(C)(C)C(=O)C(CO)(Oc1ccc(Cl)cc1)n1cncn1 (configuration not stated),-7.8,23.9
CSc1ccccc1NC(=O)Cn1nc([N+](=O)[O-])c(Cl)c1C,-26.6,12.1
COc1ccc2c(c1)c(C(=O)CN1CCCCC1)c(C)n2C,-23.5,28.5
COc1ccc(NC2=NCC(=O)N2c2ccccc2F)c(OC)c1,-8.0,14.1
Nc1ccccc1SCc1cn2ccccc2n1,11.6,10.8
O=C(CN1C(=O)COc2ccccc21)NCCCN1CCCC1,-8.3,5.2
Cc1cccc(C)c1NC(=O)/C(C#N)=C/c1ccsc1,-14.2,19.1
COc1cccc(Nc2nc(N)c([N+](=O)[O-])c(NCc3ccco3)n2)c1,-46.1,26.8
COc1ccccc1C1CCN(Cc2ccc(Cl)cc2Cl)CC1,-41.9,-5.8
O=C(Nc1ccccc1-c1nc2ccccc2s1)c1cccnc1Cl,-4.4,4.9
Oc1ccc(Cl)cc1C=Nc1ccccc1Br,3.6,8.6
O=C(NC1(C(F)(F)F)NC(=O)N(Cc2ccco2)C1=O)c1cccs1 (configuration not stated),-25.2,5.4
Cc1cc(S(=O)(=O)NC2CCCCC2)ccc1OCC(=O)NCc1cccnc1,-24.4,7.8
N#CCOc1ccc2oc(-c3ccco3)cc(=O)c2c1,1.2,26.4
O=C(N/N=C/c1ccc(OCc2ccccc2)cc1)c1cccs1,8.0,60.3*
O=C(COC(=O)c1n[nH]c(=O)c2ccccc12)NCc1ccccc1,-1.2,1.9
Cc1ccc(C2C(C#N)=C(N)OC3=C2C(=O)CCC3)s1 (configuration not stated),-16.0,10.4
O=C(Nc1ccccc1)n1cc(-c2ccccn2)c(N2CCOCC2)n1,3.0,-2.0
O=C(COc1ccccc1C(=O)N/N=C\c1ccc(O)c(O)c1)N/N=C/c1ccc(O)c(O)c1,-13.8,24.3
Cc1cc(C(F)F)n2nc(C(=O)Nc3ccc(F)cc3F)nc2n1,-11.9,28.8
Clc1cnc(N/N=C/c2cccs2)c(Cl)c1,-21.6,28.0
Cc1ccc(-c2nc3ccccc3o2)cc1NC(=O)Cc1cccs1,1.6,-0.3
COCCNC(=O)CSc1nc(-c2ccccc2)cs1,-8.2,7.9
COc1ccc(CC(=O)N2CCC3(CC2)NCCc2[nH]cnc23)cc1,4.3,0.1
